Screens: PubChem BioAssay, National Center for Advancing Translational Sciences (NCATS)
Coupling enz: inhibits coupling enzyme system, counter-screen for aldolase hits; coupling enzyme system counterscreen, AmpLite Red fluorescence; activity change, negative = inhibition, % at 58.2 µM, hits read low; actives 0.67% (n = 290,000); AID 2472; in the data active means activity change below about -30%; further: on the % scale 0 is the no-effect control and ±100 the full control effect
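Final compound at 57.5 uM, incubated 10 min at RT with coupling enzyme reagent (glyceraldehyde-3-phosphate), then 20 min with substrate and AmpLite Red detection. Fluorescence read at 525/598 nm; tests interference with the coupling assay, not aldolase inhibition.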
Giardia killer: Giardia lamblia killing; Giardia lamblia trophozoite viability; actives 0.15% (n = 340,000); activity change, % at 7.66 µM, hits read low; in the data active means activity change below about -80%; inconclusive means between about -30% and that limit;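 further: parasites exposed to compound for two days anaerobically before the ATP read; on the % scale 0 is the no-effect control and ±100 the full control effect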
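Killing of trophozoites was scored by loss of ATP luminescence after a 48 hrs anaerobic exposure to compounds at 37 deg C, using 100 cells per well.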
Rab9 promoter act: Rab9 promoter activation; Potency, µM (highest dose often 9.22 µM), for the others: at the top dose activation, negative = inhibition, usual class: activators; actives 2.8% (n = 320,000); AID 485297; Huh7 Rab9 promoter-luciferase reporter, luminescence, 24 h; further: potency means the concentration at half of the fitted maximal effect; % of control where 0% means no effect; nearly all actives have a fitted effect of over 60% in size
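Luciferase signal after 10 min detection reagent at ambient indicates Rab9 promoter upregulation; stably transfected Huh7 cells were treated 24 h with compound in DMSO at 37 °C, 5% CO2.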
RORg inh: ROR gamma (mouse) transcription inhibition. Drosophila S2 Gal4-RORgamma UAS-luciferase reporter, 20 h. Potency, µM (highest dose often 53.6 µM), for the others: top-dose activity change, negative = inhibition, actives largely listed as inhibitors. actives 5.4% (n = 310,000); further: potency means the concentration at half of the fitted maximal effect; on the % scale 0 is the no-effect control and ±100 the full control effect; nearly all actives have a fitted effect of over 60% in size
Target sequence (P51450 whole entry, looked up, the tested form may be a part): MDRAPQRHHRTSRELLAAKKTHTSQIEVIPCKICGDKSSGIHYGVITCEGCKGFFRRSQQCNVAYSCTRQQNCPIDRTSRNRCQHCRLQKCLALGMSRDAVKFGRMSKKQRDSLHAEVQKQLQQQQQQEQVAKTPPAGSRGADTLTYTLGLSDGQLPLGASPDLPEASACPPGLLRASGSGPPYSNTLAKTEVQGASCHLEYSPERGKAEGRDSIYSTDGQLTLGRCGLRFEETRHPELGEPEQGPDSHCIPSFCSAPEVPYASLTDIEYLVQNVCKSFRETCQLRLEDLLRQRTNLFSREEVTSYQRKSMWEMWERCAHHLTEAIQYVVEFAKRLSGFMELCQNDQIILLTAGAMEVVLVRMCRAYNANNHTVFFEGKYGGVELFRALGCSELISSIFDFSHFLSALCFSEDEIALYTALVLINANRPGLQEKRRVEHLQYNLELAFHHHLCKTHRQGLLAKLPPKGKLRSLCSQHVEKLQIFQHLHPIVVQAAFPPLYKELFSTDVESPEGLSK
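Read-out: Photinus luciferase luminescence; inhibitors lower reporter signal. Insect Schneider cells with Gal4-ROR gamma fusion under metallothionein promoter, UAS reporter; 700 uM final copper sulfate induction, 20 hr, ambient temperature.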
Tb PFK block: T. brucei PFK enzyme inhibition; T. brucei PFK, ADP-Glo luminescence; Potency, µM (highest dose often 57.5 µM), for inactives: top-dose activity, negative = inhibition, most hits filed as inhibitors; actives 0.17% (n = 330,000); AID 485367;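 further: potency means the concentration at half of the fitted maximal effect; 0% = uninhibited 1x PFK enzyme wells and -100% = no-enzyme wells; nearly all actives have a fitted effect of over 60% in size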
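Compounds were pin-transferred as a titration series up to 57 uM into substrate buffer (0.5 mM F6P, 0.1 mM ATP, pH 8.0), then 1.25 nM PFK was added and reactions ran 45 min before ADP-Glo detection.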
uPA surface inh: inhibitors of cell surface uPA generation. cell surface uPA generation assay, qHTS. actives 0.31% (n = 330,000). Potency, µM (top dose mostly 38.3 µM), for inactives: at the top dose activity change, negative = inhibition, most hits filed as inhibitors. AID 540303; active means well fitted inhibition curve with a large enough effect; inconclusive means small, poorly fitted or top-dose-only effect; inactive means no such curve, though single readings can be large or run the other way; tested in mouse RAW 264.7 cells; further: potency means the concentration at half of the fitted maximal effect; on the % scale 0 is the no-effect control and ±100 the full control effect; nearly all actives have a fitted effect of over 55% in size
NPC1 prom act: activates the NPC1 promoter; Huh7 NPC1 promoter luciferase reporter, 24 h; Potency, µM (titrated, usually from 9.22 µM), inactives show at the highest dose activation, hits mostly activators; actives 2.4% (n = 320,000);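 further: potency means the concentration at half of the fitted maximal effect; % of control where 0% means no effect; nearly all actives have a fitted effect of over 60% in size; reporter is driven by a mutant NPC1 promoter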
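Cells: Huh7 expressing luciferase under the NPC1 promoter, 1500/well. Seeded 2 h, compound added, incubated 24 h at 37 °C. Luciferase reagent, 10 min ambient, then luminescence.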
KCNH2 3.1 block: blocks the human KCNH2 3.1 channel isoform | U2OS KCNH2 3.1, thallium flux FluxOr; stronger effect = lower value | activity change, % (tested at about 1.8 µM) | actives 0.95% (n = 340,000);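 active means maximum activity change below -70%; inconclusive means maximum activity change from -70% to -50%; inactive means maximum activity change above -50%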;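 further: thallium influx rate constant from kinetic fluorescence after stimulation buffer; on the % scale 0 is the no-effect control and ±100 the full control effect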
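Virally transduced U2OS (3.1 isoform, 4 h infection in dark at RT) → overnight 37 C → FluxOr + Red40 in HBSS/HEPES, 45 min → stimulation buffer, 2 min kinetic read → rate constant vs DMSO controls.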
FLuc modulator: counter-screen for miR-21 project: firefly luciferase inhibitors or activators. P08659. purified FLuc, Km substrates, luminescence inhibition. Potency, µM (series often up to 57.5 µM), for the others: at the highest dose activity change, negative = inhibition, most hits filed as inhibitors. actives 6.9% (n = 360,000);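 further: potency means the concentration at half of the fitted maximal effect; plate controls were vehicle for no effect and reference inhibitor for full effect; nearly all actives have a fitted effect of over 55% in size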
Target sequence (P08659 whole entry, looked up): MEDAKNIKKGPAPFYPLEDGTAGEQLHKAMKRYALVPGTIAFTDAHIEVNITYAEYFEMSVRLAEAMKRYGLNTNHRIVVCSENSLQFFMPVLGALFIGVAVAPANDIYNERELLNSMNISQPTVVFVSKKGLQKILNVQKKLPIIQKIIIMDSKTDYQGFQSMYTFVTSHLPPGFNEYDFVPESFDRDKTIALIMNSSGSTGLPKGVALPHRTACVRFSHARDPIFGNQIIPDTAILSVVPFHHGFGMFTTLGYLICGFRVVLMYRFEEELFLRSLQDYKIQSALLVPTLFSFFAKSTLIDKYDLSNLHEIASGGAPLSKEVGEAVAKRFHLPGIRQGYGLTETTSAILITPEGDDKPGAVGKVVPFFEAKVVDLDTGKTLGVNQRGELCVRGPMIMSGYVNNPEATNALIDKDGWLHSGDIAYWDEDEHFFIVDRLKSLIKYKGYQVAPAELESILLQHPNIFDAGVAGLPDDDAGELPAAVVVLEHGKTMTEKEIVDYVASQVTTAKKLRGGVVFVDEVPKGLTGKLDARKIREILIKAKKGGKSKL
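Purified P. pyralis luciferase (10nM final) with 10uM D-luciferin and 10uM ATP (Km levels) in 50mM Tris acetate pH 7.5, 10mM Mg acetate, 0.01% Tween-20, 0.05% BSA; qHTS 6-point titration, ~60 µM downward; luminescence read.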
ELG1 genotox: genotoxicity induction in ELG1-luciferase HEK293T cells. HEK293T ELG1-luciferase reporter, luminescence, 16 h. Potency, µM (doses to about 46 µM), without a hit: top-dose activity change, positive = activation, usual class: activators. actives 1.3% (n = 330,000). AID 504466; further: potency means the concentration at half of the fitted maximal effect; % of control where 0% means no effect; nearly all actives have a fitted effect of over 60% in size
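Cells (2,000/well) expressing the ELG1-luciferase fusion are dosed by pin tool and kept 16 hr at 37 °C, 5% CO2. Signal comes from ONE-Glo luciferase reagent after 30 min at room temperature.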
VP16 counter: Gal4-VP16 reporter inhibition counter-screen. Drosophila S2 Gal4-VP16 UAS-luciferase, luminescence, 20 h. actives 3.5% (n = 310,000). Potency, µM (doses to about 53.6 µM), without a hit: at the top dose activity, negative = inhibition, actives largely listed as inhibitors;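 further: Gal4-VP16 expression switched on by copper sulfate through the metallothionein promoter; potency means the concentration at half of the fitted maximal effect; on the % scale 0 is the no-effect control and ±100 the full control effect; nearly all actives have a fitted effect of over 50% in size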
* = called active by the depositor; ? = inconclusive; . = no result given; [ ] = dose if it differs, or a comment. Unless noted, the call rests on the fitted dose curve; in most records, active means well fitted curve in the direction sought with a large enough effect; inconclusive means small, poorly fitted or top-dose-only effect, or another doubt; inactive means no such curve, though single readings can be large; an effect the other way counts as inactive or inconclusive. Compounds as they come, and some 14% of all compounds hit somewhere here.

SMILES	Coupling enz	Giardia killer	Rab9 promoter act	RORg inh	Tb PFK block	uPA surface inh	NPC1 prom act	KCNH2 3.1 block	FLuc modulator	ELG1 genotox	VP16 counter
CC(C)Oc1ccc(Cc2c(O)nc(NCCCN(C)C)[nH]c2=O)cc1	0.2	-14.9	-2.1%	-16.0%	-0.2%	-0.3%	-2.4%	2.6	0.3%	0.7%	-8.7%
O=C(COC(=O)c1ccccc1OCc1ccccc1Cl)NCC1CCCO1 (stereo not given)	.	12.9	.	.	-0.8%	-0.9%	.	16.1	.	-2.4%	.
O=C(Oc1ccc(Br)cc1)c1cccnc1	1.8	4.3	-4.6%	20.0%	-0.4%	-2.3%	-2.7%	7.1	?	-2.2%	-1.3%
Nc1ccc2nc(-c3ccccn3)[nH]c2c1	-16.4	-8.1	?	20µM*	?	-2.6%	?	-16.5	13.5µM*	11.2%	?
O=C(CSc1nnc(NC(=O)c2ccccc2F)s1)Nc1ccccc1F	1.2	?	3.55µM*	-28.8%	2.3%	5.1%	?	-7.7	2.69µM*	?	-7.3%
CC(C)CNC(=S)Nc1ccc(Oc2ccccc2)cc1	7.4	7.0	2.0%	3.55µM*	0.0%	4.2%	0.4%	4.0	-6.2%	-2.1%	3.98µM*
CCOc1ccc(Cl)cc1S(=O)(=O)N1CCN(c2ccc(C)c(C)c2)CC1	-2.4	33.6[activator]	-0.9%	17.2%	2.8%	-4.0%	1.5%	-5.9	2.3%	-6.3%	0.1%
COc1cc(C(=S)N2CCOCC2)ccc1OC(=O)c1ccc([N+](=O)[O-])cc1[N+](=O)[O-]	-8.7	-9.6	3.5%	?	2.8%	?	1.0%	12.4	-3.5%	2.1%	12.6µM*
COCCN(C(=S)Nc1c(C)cccc1C)C(C)c1ccco1 (stereo not given)	-6.1	14.7	-8.1%	?	2.7%	-10.4%	-3.8%	1.2	-1.6%	0.0%	-6.3%
CC(C)NCC(O)COC1C2CC3CC(C2)CC1C3 (stereo not given)	0.4	4.7	-23.1%	29.9%	-0.2%	1.9%	0.5%	?	1.6%	-1.9%	-1.5%
O=C(c1ccc(NS(=O)(=O)c2ccc(Cl)c(Cl)c2)cc1)N1CCOCC1	.	4.9	-0.5%	.	-0.3%	-0.9%	-7.2%	7.2	-2.8%	0.4%	.
COc1ccc(-c2nc(CN3CCN(Cc4cccc(F)c4)CC3)c(C)o2)cc1	-0.8	-3.4	-3.1%	?	1.3%	1.9%	-3.4%	-14.5	-2.8%	-4.3%	-28.1%
COc1cc(OC)cc(C(=O)NCC(=O)OCC(=O)NC(C)CCc2ccccc2)c1 (stereo not given)	.	5.2	.	.	-0.9%	?	.	0.8	.	4.2%	.
CCN(C(=O)COC(=O)CCc1c[nH]c2ccccc12)c1c(N)n(Cc2ccccc2)c(=O)[nH]c1=O	.	-3.2	0.0%	.	0.5%	-10.5%	8.0%	4.7	-2.0%	-3.0%	.
COC(=O)c1cc(-c2ccc(Br)cc2)n[nH]1	1.6	-7.8	29.6%	?	4.5%	0.7%	0.2%	9.0	?	?	8.0%
CCCN(CCC)CCCNc1ccc2nnc(-c3ccc(F)cc3)n2n1	0.9	18.2	-1.5%	?	0.5%	-2.0%	1.3%	0.5	5.3%	-1.6%	-0.3%
O=C(NC1CCCc2ccccc21)c1ccc2c(c1)OCO2 (stereo not given)	-8.9	7.3	16.4%	18.3%	-9.1%	-0.2%	0.6%	45.1	-11.3%	5.9%	-13.3%[10 µM]
CSc1ccccc1C(=O)N1CCCC(CCC(=O)NCc2ccc(F)c(F)c2)C1 (stereo not given)	1.4	-14.1	0.1%	7.7%	-15.2%	?	0.2%	3.1	0.9%	-1.0%	-1.5%
O=c1c2cnn(-c3ccc(F)cc3)c2ncn1Cc1cccnc1	0.1	3.7	-3.6%	23.3%	11.9%	2.9%	-0.7%	0.6	4.2%	-5.7%	1.5%
Cc1ccc(-c2c(C(=O)N/N=C/c3ccco3)nnn2-c2nonc2N)cc1	-15.0	21.6	2.7%	6.31µM*	-0.6%	-2.3%	1.4%	-8.0	-1.5%	-2.8%	?
CCn1c(=O)c(C(=O)CN2c3ccccc3CC2C)c(N)n(Cc2ccccc2)c1=O (stereo not given)	0.2	8.6	-14.3%	1.7%	0.0%	-0.4%	-0.6%	9.3	1.6%	-6.8%	6.7%
COc1ccc(C(=O)C2CCN(S(=O)(=O)c3ccc4c(c3)OCCO4)CC2)cc1	5.3	18.9	-0.3%	43.2%	-6.8%	.	-1.2%	1.8	-7.4%	-0.5%	-3.9%
CCS(=O)(=O)N1CCC(C(=O)NCCc2ccc(C)cc2)CC1	5.6	-2.8	-0.2%	-6.9%	0.2%	-1.3%	1.7%	15.5	9.0%	1.8%	-7.5%
COc1ccc(CNC(=O)CN(Cc2ccc(Cl)cc2)S(=O)(=O)c2ccccc2)cc1	3.4	3.4	-4.9%	16.8%	3.2%	.	-3.7%	-4.1	-1.4%	-12.8%	-2.5%
CCOC(=O)N1CCC(NC(=O)CCN2C(=O)COc3ccccc32)CC1	-1.9	-4.8	-13.5%	0.0%	?	5.5%	3.9%	-1.3	-0.3%	0.1%	0.5%
CC(C)NC(=O)N1CCOCCOCCN(C(=O)NC(C)C)CCOCCOCC1	-1.2	-4.1	-1.6%	8.4%	-2.1%	6.7%	0.9%	18.5	1.5%	-2.3%	-0.9%
O=C(O)c1cccc(Nc2c([N+](=O)[O-])c(=O)oc3ccccc23)c1	19.8	-1.4	11.4%	83.4%	5.3%	1.0%	0.8%	-2.6	-14.3%	7.0%	-9.3%
NC(N)=N/N=C/c1ccc(OCc2ccccc2Cl)cc1	-2.1	15.5	-6.3%	?	-0.4%	-9.5%	4.9%	-13.9	?	-5.4%	?
Oc1ccc(/C=C/c2cnccn2)cc1	0.8	14.0	?	15.8%	-5.8%	-15.9%	30.0%	4.2	?	14.3%	22.6%
CCOc1ccccc1N1CCN(C(=O)NC2CCCCC2)CC1	-0.4	19.4	7.4%	31.6%	0.9%	5.2%	-3.0%	-12.6	-1.8%	-0.6%	14.0%
Cc1ccc(S(=O)(=O)NC2c3cccc4cccc(c34)C2Sc2ncccn2)cc1 (stereo not given)	-2.4	-24.5	-1.5%	-16.9%	?	-1.7%	-4.0%	-3.8	-4.8%	-2.7%	-9.0%
COC(=O)c1ccc(CSc2nnnn2-c2ccc(C)cc2C)o1	-0.6	-5.3	4.1%	6.0%	-1.0%	-8.9%	-1.3%	-3.3	3.1%	-3.4%	-4.2%
CN1CCN(S(=O)(=O)c2cc(C(F)(F)F)ccc2Cl)CC1	5.2	5.6	-1.2%	5.1%	2.4%	-4.3%	-4.4%	-3.2	-1.5%	1.7%	-3.5%
COc1ccc(-n2c(CNC(=O)c3cccs3)n[nH]c2=S)cc1	-0.1	-7.4	-3.2%	2.7%	-13.6%	3.1%	-4.0%	-6.7	-5.5%	0.5%	3.0%
COc1cc(S(=O)(=O)n2nc(C)cc2C)c(OC)cc1Cl	4.3	11.7	2.0%	-12.4%	0.0%	-9.7%	-2.3%	-29.2	1.6%	-2.5%	13.2%
O=S(=O)(NCCCc1ccccc1)c1ccc(Cl)cc1	0.7	7.2	-3.0%	12.3%	-5.1%	1.7%	1.5%	14.7	-0.5%	-0.2%	-1.8%
Cc1ccccc1-n1nc2c(c1NC(=O)CC(C)C)CS(=O)C2 (stereo not given)	-0.6	-0.2	-0.2%	-5.4%	1.9%	9.9%	1.2%	-0.7	2.0%	-0.5%[9.26 µM]	-5.4%
COc1cc2c(cc1OC)-c1cc(N3CCc4ccccc43)nc(=O)n1CC2	0.6	-6.7	-1.5%	-0.5%	5.1%	2.5%	1.9%	8.5	?	2.1%	-7.8%
Cc1sc2ncn(CC(=O)Nc3cccc(S(N)(=O)=O)c3)c(=O)c2c1-c1ccccc1	4.4	7.2	-2.6%	18.4%	-0.6%	2.6%	-5.5%	4.5	-1.1%	-1.1%	-10.1%
COc1cccc(NC(=S)N(Cc2ccc(C(=O)O)cc2)Cc2ccc(OC)c(OC)c2)c1	1.6	9.3	-4.5%	1.5%	-4.3%	-3.1%	-4.3%	5.8	-7.7%	2.1%	8.2%
COc1ccc(NC(=O)CN(C)C(=O)CN2C(=O)NC3(CCCC3)C2=O)cc1	.	-7.7	0.0%	.	1.4%	-1.7%	-1.7%	-3.1	-1.7%	8.0%	.
